# Screening data as filed in PubChem.
# Wnt bcat act – Wnt/beta-catenin pathway activation; 300,000 tested, 1.2% active; Wnt/beta-catenin reporter cell assay, activator, plate reader; activation, % at 9.35 µM; in the data active means activation above about 30%, passing the limit was not always enough;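 further: 0% = neutral control wells and 100% = positive control wells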
# Ecoli viability – reduces bacterial viability in AddAB counter-screen; E. coli V3065 growth, OD600 absorbance, 18 h; inhibition, % at 11.9 µM; 330,000 tested, 0.27% active; AID 449728;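 active means inhibition above the campaign's mean inhibition across all tested compounds plus 3 SD, cut at about 9.9% in these data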;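 further: uninfected addAB+ strain grown without phage in ampicillin broth; 0% = DMSO wells and 100% = ciprofloxacin 0.95 µg/ml wells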
# Rtt109 Vps75 – inhibitors of Candida albicans Rtt109/Vps75 histone acetyltransferase. purified Rtt109/Vps75, ThioGlo CoA-SH fluorescence, 4 h. Q5AAJ8. inhibition, % at 34.9 µM. AID 540336. 330,000 tested, 0.16% active;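 active means inhibition of at least 50% in every replicate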
# Target sequence (Q5AAJ8 whole entry, looked up): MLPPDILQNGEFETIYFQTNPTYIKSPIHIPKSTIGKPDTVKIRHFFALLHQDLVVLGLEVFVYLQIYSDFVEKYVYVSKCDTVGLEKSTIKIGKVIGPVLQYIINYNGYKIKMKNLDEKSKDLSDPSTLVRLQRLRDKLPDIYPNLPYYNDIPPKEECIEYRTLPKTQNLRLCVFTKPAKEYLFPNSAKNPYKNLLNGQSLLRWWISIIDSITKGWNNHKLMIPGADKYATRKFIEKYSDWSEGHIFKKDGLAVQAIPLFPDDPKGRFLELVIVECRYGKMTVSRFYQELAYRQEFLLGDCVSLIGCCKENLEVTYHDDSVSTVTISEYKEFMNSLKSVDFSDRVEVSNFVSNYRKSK
# DAGLB inhibitor – diacylglycerol lipase beta (human) inhibition; Q8NCG7; HEK293T DAGLB membrane lysate, EnzChek fluorogenic substrate; inhibition, % at 5.17 µM; 340,000 tested, 0.059% active; AID 504411; in the data active means inhibition above about 34%;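 further: 0% = enzyme with vehicle and 100% = wells lacking enzyme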
# Target sequence (Q8NCG7 whole entry, looked up): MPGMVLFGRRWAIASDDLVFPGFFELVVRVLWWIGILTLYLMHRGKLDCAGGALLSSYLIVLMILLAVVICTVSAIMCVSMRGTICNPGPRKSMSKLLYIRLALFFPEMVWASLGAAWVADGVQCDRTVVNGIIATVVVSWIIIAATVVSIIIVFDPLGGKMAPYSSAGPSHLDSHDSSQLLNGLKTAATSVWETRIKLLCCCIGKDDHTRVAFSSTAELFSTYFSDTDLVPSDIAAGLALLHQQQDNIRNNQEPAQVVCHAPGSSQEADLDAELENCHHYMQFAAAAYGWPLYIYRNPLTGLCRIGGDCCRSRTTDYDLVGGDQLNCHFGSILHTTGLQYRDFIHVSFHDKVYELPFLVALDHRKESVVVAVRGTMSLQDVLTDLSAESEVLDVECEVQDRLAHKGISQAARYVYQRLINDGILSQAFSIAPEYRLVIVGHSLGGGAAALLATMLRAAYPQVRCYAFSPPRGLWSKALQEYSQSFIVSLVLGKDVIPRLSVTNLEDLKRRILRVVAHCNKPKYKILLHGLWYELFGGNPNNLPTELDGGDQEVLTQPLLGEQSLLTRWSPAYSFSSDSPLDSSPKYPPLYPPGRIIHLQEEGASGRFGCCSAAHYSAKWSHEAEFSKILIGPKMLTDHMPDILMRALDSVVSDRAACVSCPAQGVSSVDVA
# Tat export inh – blocks Tat-dependent protein export in E. coli. E. coli MC4100 TorA-mCherry Tat export, fluorescence. inhibition, % at 10 µM. 340,000 tested, 0.036% active. AID 488895;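 active means mean replicate inhibition at least 50% and at least half of replicates individually reaching 50%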;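 further: exported cargo escapes ClpAP degradation while cytoplasmic cargo is degraded and loses fluorescence; 0% = median of neutral control wells and 100% = median of NaSCN control wells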
# phage Ecoli inh – E. coli growth loss with phage present. growth absorbance. 360,000 tested, 0.26% active. inhibition, % at 11.9 µM. AID 651602; in the data active means inhibition above about 11%
# PvdQ inh – P. aeruginosa PvdQ acylase inhibition; purified PvdQ acylase, fluorescence plate reader; inhibition, % at 10 µM; 340,000 tested, 0.063% active; AID 488965; in the data active means inhibition above about 30%, passing the limit was not always enough;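 further: 0% = vehicle neutral wells and 100% = reference inhibitor wells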
# CAL PDZ FP – inhibitors of human CAL PDZ peptide binding; inhibition, % at 20 µM; purified CAL PDZ, TMR-peptide fluorescence polarization, 1 h; 330,000 tested, 0.02% active;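 active means highest replicate inhibition of at least 40%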;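 further: plate controls were DMSO neutral control wells for no effect and unlabeled competitor peptide control wells for full effect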
#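 System: tagged CAL PDZ domain. Schedule: 1 h room-temperature incubation prior to read. Signal: fluorescence polarization (mP). Measure: percent inhibition from loss of millipolarization.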
# PfHsp90 yeast 2 – growth inhibition of yeast expressing Plasmodium Hsp90. S. cerevisiae expressing PfHsp90, BacTiter-Glo ATP, 48 h; yeast lacking PDR1 and PDR3 efflux regulators. inhibition, % at 9.4 µM. 310,000 tested, 0.32% active. AID 504621;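 active means every replicate shows inhibition above about 80%, whatever the replicate mean, limit read from the data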;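 further: 0% = DMSO neutral controls and 100% = 20 µM radicicol positive controls; yeast relying on Plasmodium falciparum Hsp90 in place of its own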
# AddAB inh – less growth of phage-infected E. coli with AddAB. 330,000 tested, 0.29% active. E. coli expressing H. pylori AddAB, absorbance growth. inhibition, % at 11.9 µM; in the data active means inhibition above about 12%;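 further: 0% = vehicle wells of infected cells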
# Starred values were filed as active, the others as inactive; . = no result given.
SMILES,Wnt bcat act,Ecoli viability,Rtt109 Vps75,DAGLB inhibitor,Tat export inh,phage Ecoli inh,PvdQ inh,CAL PDZ FP,PfHsp90 yeast 2,AddAB inh
O=C(N/N=C/c1ccc([N+](=O)[O-])s1)c1ccncc1,-0.3,2.6,.,1.7,-1.9,.,16.4,-2.1,1.7,0.0
CCOC(=O)c1sc(NC(=O)CSc2nnnn2-c2ccccc2)nc1C,-2.1,0.6,3.0,-5.6,2.9,3.3,1.4,-0.2,21.1,-1.2
CN(CCCNS(=O)(=O)c1cccc2cccnc12)Cc1ccccc1,-0.7,2.5,-3.9,0.8,30.6,4.2,-14.4,-0.4,13.2,6.7
CC(C)n1cc(/C=C2/NC(=O)N(c3cccc(Cl)c3)C2=O)c2ccccc21,.,-0.6,-8.2,-0.8,-5.0,0.8,-9.7,.,.,1.6
O=c1c2ccccc2c(=O)n(-c2ccccc2)n1-c1ccccc1,36.8*,.,2.5,-2.1,-0.8,1.1,0.9,-0.2,-8.0,.
O=C(N/N=C1/CCSC1)c1cccc([N+](=O)[O-])c1,-3.8,1.7,1.5,1.4,2.9,2.8,-15.6,-0.3,4.2,4.0
CCOC(=O)c1sc(=NC(=O)c2ccc(Br)cc2)n(C)c1C,0.5,2.2,-8.1,-2.1,-7.9,-2.2,1.5,-0.9,9.6,1.6
Cc1cc(C)cc(OCC(=O)NNC(=O)CCC(=O)NCc2ccccc2)c1,.,1.5,-0.5,-0.5,-0.1,1.9,6.9,-0.2,25.9,3.0
CC(=O)c1c(Nc2ccccc2)sc(C(=O)c2ccccc2)c1C,.,1.7,6.2,-5.8,6.2,2.3,3.2,0.4,10.1,1.2
Cc1cc(C)cc(N(C(=O)c2csnn2)C(C(=O)NC(C)(C)C)c2cccs2)c1 (configuration not stated),.,1.6,-3.4,-2.0,-5.1,1.2,-1.6,-1.9,-17.3,0.6
O=C1NC2(CCN(Cc3ccccc3)CC2)Oc2ccccc21,-2.5,0.8,-0.8,-0.7,-4.0,3.5,3.9,-1.3,18.4,2.1
Cc1ccccc1OCCC(=O)OCC(=O)NNC(=O)c1cccs1,-2.9,2.6,1.9,-1.8,-0.5,0.9,-2.5,-0.6,-13.4,4.2
COc1ccc(-c2ccc3nnc(SCC(=O)N4CCCC4)n3n2)cc1,-1.8,0.4,-19.8,0.9,-1.6,2.3,-10.4,-1.0,12.8,-0.6
CC(=O)Nc1ccc2c(CN3C(=O)NC(C)(c4ccc(C)cc4)C3=O)cc(=O)oc2c1 (configuration not stated),-1.1,-0.5,5.0,4.3,2.8,5.7,-6.2,-4.7,4.2,1.4
COc1ccc(C2CC(=O)N3CN(c4ccc(C)c(Cl)c4)CSC3=C2C#N)cc1 (configuration not stated),2.0,-0.8,-1.2,4.0,-2.8,4.1,1.8,0.1,17.4,-1.7
c1ccc(C(c2nnnn2C2CCCCC2)N2CCc3ccccc3C2)nc1 (configuration not stated),.,1.6,3.3,1.8,-9.0,.,-8.4,-1.3,13.1,-0.8
C/C(CC(=O)Nc1cccc2c1CCCC2)=N\NC(=O)c1ccccc1N,.,-0.8,-0.8,-1.3,-8.0,4.1,-2.8,-2.3,12.6,-0.1
CCOC(=O)N1CCc2c(sc3c2c(=O)n(Cc2ccccc2)c(=O)n3Cc2ccccc2F)C1,-3.4,-3.2,-2.1,-2.6,2.7,2.4,-13.5,0.3,-16.4,-3.1
CCN1CC(=O)Nc2cc(S(=O)(=O)N3CCOCC3)ccc21,-1.8,0.3,1.1,-0.4,-4.5,2.2,-11.2,-0.6,-14.6,1.8
Fc1ccccc1N1CCN(Cc2cccnc2)CC1,-2.3,-5.1,-9.0,0.7,0.7,3.1,-13.3,-2.2,-2.6,-2.6

# Pulled one by one from above, three records:
SMILES,Wnt bcat act,Ecoli viability,Rtt109 Vps75,DAGLB inhibitor,Tat export inh,phage Ecoli inh,PvdQ inh,CAL PDZ FP,PfHsp90 yeast 2,AddAB inh
CC(C)n1cc(/C=C2/NC(=O)N(c3cccc(Cl)c3)C2=O)c2ccccc21,.,-0.6,-8.2,-0.8,-5.0,0.8,-9.7,.,.,1.6
COc1ccc(C2CC(=O)N3CN(c4ccc(C)c(Cl)c4)CSC3=C2C#N)cc1 (configuration not stated),2.0,-0.8,-1.2,4.0,-2.8,4.1,1.8,0.1,17.4,-1.7
C/C(CC(=O)Nc1cccc2c1CCCC2)=N\NC(=O)c1ccccc1N,.,-0.8,-0.8,-1.3,-8.0,4.1,-2.8,-2.3,12.6,-0.1

# Next section
SMILES,Wnt bcat act,Ecoli viability,Rtt109 Vps75,DAGLB inhibitor,Tat export inh,phage Ecoli inh,PvdQ inh,CAL PDZ FP,PfHsp90 yeast 2,AddAB inh
Cc1nc(SCC(=O)OCc2ccccc2)c(C#N)c(-c2ccccc2)c1C(=O)Nc1ccccc1,-3.2,0.0,-12.9,-13.3,3.3,1.5,-13.2,-1.8,-18.3,-0.4
N#CCC(=O)N/N=C/c1c2ccccc2cc2ccccc12,0.2,.,4.3,3.1,-3.5,0.1,-12.7,-3.3,-4.6,.
Cc1ccc(CNC(=O)c2ccc(N3CCC4(CC3)CC(c3cccc(Br)c3)=NO4)c(NC(=O)c3ccc(Cl)c([N+](=O)[O-])c3)c2)cc1,-0.9,0.6,-17.1,2.8,-1.2,-1.7,-3.3,0.7,10.0,5.1
CC1=C(CC(=O)c2ccccc2)C(=O)c2ccccc2C1=O,19.0,2.4,5.6,-1.6,10.4,3.9,-16.9,14.0,.,1.6
Cn1ncc(Cl)c1C(=O)N1CCN(C23CC4CC(CC(C4)C2)C3)CC1,-2.8,3.2,12.5,-0.5,-6.0,1.9,-1.0,-0.7,-8.5,4.7
COc1ccc(CN2CCN(Cc3ccc(OC)c(OC)c3OC)CC2)cc1,1.3,-0.3,0.7,0.7,10.5,-1.8,-9.7,-0.5,-6.9,-0.3
CCCCCOC(=O)Nc1nnc(CCC)s1,.,-2.2,0.0,-0.2,2.1,1.0,5.7,-1.3,-12.6,3.1
CCc1nnc(NC(=O)c2cc(-c3ccncc3)nc3ccccc23)s1,3.9,1.2,-3.0,-0.8,3.3,-0.3,-8.0,-2.8,0.5,-0.3
Cc1ccc(/C=N/NC(=O)c2cccnc2)o1,10.4,0.1,-8.9,-0.1,-0.1,5.3,-8.7,-2.3,3.9,1.0
N/C(=N\c1nc2ccccc2o1)NC(=O)/C=C/c1ccccc1,2.1,-2.5,0.6,-0.7,-1.4,-1.8,-5.5,0.4,-2.1,2.1
CCOc1ccc(S(=O)(=O)N2CCC(C(=O)NC3CCCCC3)CC2)cc1,1.8,0.8,-8.0,2.0,4.7,1.3,-8.5,-2.9,24.5,1.4
O=C(NC1CCCCC1)C(c1ccncc1)N(C(=O)c1csnn1)c1cccc(F)c1 (configuration not stated),-0.5,0.2,4.0,2.5,17.2,0.0,-6.2,-1.2,-4.5,2.7
Cc1nc(N2CCN(C(=O)c3cnccn3)CC2)c2c3c(sc2n1)CC(C(C)(C)C)CC3 (configuration not stated),1.8,0.1,4.7,-5.8,1.4,4.1,-2.5,-1.6,-2.5,4.1
COc1ccccc1N(CC(=O)N1CCC(C(N)=O)CC1)S(=O)(=O)c1ccccc1,-1.4,-2.5,17.6,-4.4,-0.8,0.1,1.3,-1.2,7.1,4.0
COc1cc(C)c(S(=O)(=O)NCCCn2ccnc2)cc1C,-0.6,0.7,7.0,2.1,-3.5,-2.9,-9.0,-0.7,-26.9,3.6
CCN1CCN(C(=O)CCc2nnc(CCc3ccc(OC)cc3)o2)[C@@H](C)C1=O,4.4,.,-5.9,1.2,-6.5,-0.2,-4.9,3.5,-5.4,.
Cc1noc(C)c1S(=O)(=O)Nc1ccc2c(c1)C(=O)N([C@H](C)CO)C[C@H](C)[C@@H](CN(C)C(=O)NC(C)C)O2,-1.4,2.0,-1.8,-1.8,2.8,1.0,1.6,0.4,2.5,4.5
CCOC(=O)c1cc(-c2ccc(OC)cc2)nn1-c1ccc(C(=O)O)cc1,-2.4,0.1,5.8,2.0,-12.1,1.1,16.9,-0.9,4.7,0.3
O=C(O)CCNc1nc(C(F)(F)F)nc2ccccc12,-0.6,-1.6,-7.4,-0.1,2.0,2.4,0.7,0.8,-20.6,1.1
Cc1cc(C)c(NC(=O)Cn2c(=O)n(Cc3ccco3)c(=O)c3ccccc32)c(C)c1,.,-0.7,10.4,2.7,-18.5,0.1,-3.8,-2.0,-5.0,1.1
Cc1c(C(=O)NNC(=S)Nc2ccc(S(N)(=O)=O)cc2)oc2ccccc12,3.6,1.5,20.6,6.6,1.1,-2.2,-11.6,-2.9,-42.6,-4.5
Cc1nn(Cc2c(F)c(F)c(F)c(F)c2F)c(C)c1NC(=O)c1c([N+](=O)[O-])cnn1C,.,-1.8,-1.9,0.2,-8.4,1.9,0.5,-1.4,.,-3.4
Cc1ccc(CNc2ccc(CNc3ncn[nH]3)cc2)cc1,.,2.4,-9.4,0.9,0.9,2.8,0.2,-1.2,-12.1,3.3
O=C(CSc1ccc(F)cc1)N1CCN(S(=O)(=O)c2ccccc2)CC1,-0.4,1.1,-3.0,-0.6,-1.1,1.7,-9.8,-0.1,2.4,1.4
Cc1scc(-c2n[nH]c(=S)n2Cc2ccccc2)c1C,-5.2,-0.8,10.6,-2.9,0.4,0.8,1.4,-1.9,-19.0,1.1
CCn1c(COc2ccccc2C(N)=O)nc2ccccc21,.,0.3,-1.9,-0.6,-4.7,-0.1,-13.9,-0.3,-44.8,-1.4
CCn1cc(C(=O)OC(C)C(=O)Nc2c(C)n(C)n(-c3ccccc3)c2=O)c(=O)c2ccc(C)nc21 (configuration not stated),0.7,.,-0.4,-2.9,2.2,1.3,3.8,0.3,-9.7,.
CS/C(N)=N/C(=S)Nc1cccc(Cl)c1,45.1*,0.6,1.3,-0.3,-9.4,2.4,-3.8,-0.5,7.1,2.7
C=C1CCN([C@H](C(=O)NCc2ccc(OC)cc2)C(C)C)S(=O)(=O)c2ccccc21,-0.3,-0.3,-1.8,-5.4,-6.6,2.2,1.1,0.5,-0.4,-0.3
CC1CN(Cc2ccccc2)c2ccccc2NC1=S (configuration not stated),-1.1,-2.0,-2.7,4.0,3.6,1.9,-6.8,1.0,-6.2,0.7
COc1ccc(/C=N/NC(=O)CCC(=O)Nc2ccc(Br)cc2)c(OC)c1,0.6,-2.3,-4.5,0.7,-4.2,-1.4,-5.4,-0.8,-12.3,0.0
CN(C)S(=O)(=O)Nc1ccc(Oc2ccccc2)cc1,0.3,0.8,-0.2,-4.0,-2.0,0.9,-12.6,0.2,-9.5,1.1
CC(=O)OCc1c(-c2ccccc2)c2cc([N+](=O)[O-])ccc2n1C,2.6,-2.3,7.6,-3.3,-1.1,-0.2,1.4,.,-7.1,-2.1
CCOc1cc(CNCc2ccc3c(c2)OCO3)ccc1OC,-0.7,.,1.5,2.4,-13.8,1.2,-2.3,0.7,3.3,.
CCN(CC)CCCNC(=O)CN1C(=O)CSc2ccc(S(=O)(=O)N3CCOCC3)cc21,-5.1,0.3,.,-1.1,-2.0,4.1,-5.9,-1.9,7.6,-1.3
COC(=O)[C@@]1(Cc2ccccc2)[C@H]2C(=O)N(C)C(=O)[C@H]2[C@H]2CN(C)C(=NCc3ccccc3)N21,-2.6,.,3.1,0.7,-6.7,0.1,-10.8,0.9,0.8,.
COC(CNC(=O)c1cc(Sc2nnc(C)s2)nc2ccccc12)OC,.,1.0,-4.8,-1.2,4.3,2.7,-10.1,-0.2,-0.6,1.2
CC1(c2ccc(OC(F)F)cc2)NC(=O)N(CC(=O)Nc2cccnc2Cl)C1=O (configuration not stated),-1.3,1.8,1.9,3.7,0.9,-1.1,-11.4,-1.5,-22.7,2.0
